Assay outcomes deposited in PubChem BioAssay by several laboratories.
PLAP inhibition – inhibition of human placental alkaline phosphatase – biochemical, luminescence, HTS (AID 690). purified PLAP, luminescent substrate; higher % means a stronger effect. 96,000 compounds, 0.08% hits. one-dose inhibition, % at 20 µM; IC50 in µM for titrated hits; in the data active = a potency from the dose series; inactive = the rest, 99 in 100 with inhibition below about 30%; note: strong numbers were not always called active
MRP reversal – MRP-mediated drug resistance reversal; H69AR cells + 2 uM doxorubicin, CellTiter-Glo, 72 h; 85,000 compounds, 0.04% hits; differential viability (reversal), % at 10 µM;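 active = viability drop by adding the cancer drug above about 55%, with treated viability meeting a 40% cutoff, limit read from the data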;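 note: viability without doxorubicin minus viability with 2 µM doxorubicin for each compound; larger differential means the compound sensitizes cells more to doxorubicin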
Bcl-B displacement – displacers of TR3 peptide from Bcl-B, primary screen, selectivity assay for Bfl-1 inhibitor project, biochemical, fluorescence polarization; FP displacement of FITC-TR3 peptide from Bcl-B; higher % means a stronger effect; displacement, % at 20 µM; hits with a dose series show IC50 in µM; 96,000 compounds, 0.11% hits;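 active = displacement above 50% at 20 µM plus a fluorescence interference ratio under 1.5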;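 note: plate controls were wells without compound for no effect and wells lacking Bcl-B protein for full effect; a part of the inactive calls stands beside numbers as strong as those of hits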
IL1B NFkB inh – blocks IL-1B driven NFkB nuclear translocation in HUVEC cells; HUVEC IL-1B NFkB p65 nuclear translocation imaging; inhibition, % at 2 µM; 94,000 compounds, 0.43% hits; AID 796;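 active = inhibition above about 30% together with a positive call from visual inspection of the well image, limit read from the data; inconclusive = inhibition above a set limit but visual check negative; inactive = inhibition not above a set limit, visual check negative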;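 note: nuclear over cytoplasmic p65 intensity ratio measured by imaging; 0% = IL-1B stimulated DMSO wells and 100% = unstimulated DMSO wells; values of inactives mirror those of a sister screen read the other way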
NFkB transloc pot – enhances IL-1B driven NFkB nuclear translocation | 94,000 compounds, 0.3% hits | activation, % at 2 µM | HUVEC IL-1B NFkB p65 nuclear translocation imaging | AID 819;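 active = activation above 40%, about the mean plus 3 SD, also judged a hit on visual image review; inconclusive = activation above 40% but not a hit on visual review; inactive = activation not above 40% and no visual hit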;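 note: percent activation is computed from the nuclear over cytoplasmic p65 intensity ratio; values of inactives mirror those of a sister screen read the other way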
MRP reversal cytotoxicity – also measured in MRP reversal; calls as there; viability, %; H69AR cells, CellTiter-Glo, 72 h; measured here: cytotoxicity without doxorubicin
MRP reversal with doxorubicin – recorded beside MRP reversal, whose call it bears; viability, %; measured here: viability with 2 uM doxorubicin; stronger effect = lower value
IL1B NFkB inh cell count 2 µM – further read-out of IL1B NFkB inh, marked with its call; cell count; measured here: cells passing quality filter;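 raw number of nuclei counted in each imaged well without normalization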
NFkB transloc pot cell count 2 µM – recorded beside NFkB transloc pot, whose call it bears; cell count; measured here: cells passing quality filter
Starred values were filed as active, the others as inactive; u = inconclusive; x = not tested or not shown.

SMILES	PLAP inhibition	MRP reversal	MRP reversal cytotoxicity	MRP reversal with doxorubicin	Bcl-B displacement	IL1B NFkB inh	IL1B NFkB inh cell count 2 µM	NFkB transloc pot	NFkB transloc pot cell count 2 µM
CC(=O)c1c(C)oc2ccc(NS(=O)(=O)c3ccc(O)c(C(=O)O)c3)cc12	5%	-3	97	100	0%	-14	161	14	161
CSc1cccc(NC(=O)CSc2ccc(Cl)cc2)c1	5%	0	80	80	51%	-1	140	1	140
CN(C)CCCN=Cc1c(O)n(Cc2ccccc2)c(=O)c2ccccc12	-67%	9	94	85	3%	0	141	0	141
CC12CCC(c3c(C(=O)O)nn(-c4ccccc4)c31)C2(C)C (configuration not stated)	-14%	-5	85	91	4%	-1	108	1	108
CCn1c(SCC(=O)Nc2cc(NC(C)=O)ccc2OC)nnc1-c1ccncc1	8%	9	92	84	-5%	-7	137	7	137
CC1CCCCN1C/C=C/c1ccccc1[N+](=O)[O-] (configuration not stated)	13%	x	x	x	-8%	18	118	-18	118
COc1cccc(Nc2nnc(SCC(=O)N3CCOCC3)s2)c1	8%	10	94	84	-7%	4	108	-4	108
CCOC(=O)C1=C(C)NC2=C(C(=O)C(C(=O)OCC)C(c3ccc(OC)cc3)C2)C1c1ccccn1 (configuration not stated)	3%	15	97	82	-2%	0	162	0	162
COc1ccc(N2C(=O)CC(NC3CCCCNC3=O)C2=O)cc1 (configuration not stated)	x	-17	89	106	x	7	78	-7	78
CCn1c(=N)n(CC(O)c2ccccc2)c2ccccc21 (configuration not stated)	27%	5	101	95	-7%	-2	63	2	63
Cc1cccc(C)c1NC(=O)CN(C)CC(=O)Nc1ccccc1Br	-37%	7	88	81	12%	10	154	-10	154
O=S(=O)(c1ccc2c(c1)OCCO2)N1CCN(c2nc3ccccc3s2)CC1	-8%	x	x	x	2%	-38	157	38	157
O=C(Nc1c(C(=O)Nc2cccc3ccccc23)cnn1-c1ccccc1)c1ccco1	x	-13	55	68	x	2	86	-2	86
O=C1CCCC/C1=C\Nc1ccccc1C(=O)O	19%	-20	83	104	-10%	9	112	-9	112
CN(C)CC1CCCCC1C1(O)c2ccccc2CSc2sccc21 (configuration not stated)	x	14	83	69	x	-6	146	6	146
Cc1nonc1NC(=O)CSc1nnc(-c2ccoc2C)n1CC(C)C	-3%	6	101	95	4%	-9	104	9	104
O=C(NCc1nnc(SCC(=O)N2CCCC2)o1)c1c(F)cccc1Cl	15%	-5	90	95	2%	15	186	-15	186
COC(=O)c1ccc(NC(=O)c2cccc(Cl)c2)o1	-3%	x	x	x	2%	-9	143	9	143
Cc1cc(C(=O)Nc2ccc3c(c2)OCCO3)co1	-10%	x	x	x	-7%	1	130	-1	130
c1ccc(-c2ccc(OCCOCCn3cncn3)cc2)cc1	-64%	15	101	86	4%	-11	141	11	141
N#Cc1cc2c(nc1SCC(=O)Nc1sc3c(c1C#N)CCC3)CCCC2	-1%	-12	7	19	-17%	10	106	-10	106
Cc1nc2cc(C(=O)NCCN3CCOCC3)ccc2n1-c1ccc(F)cc1F	-65%	-7	102	109	2%	x	x	x	x
CCN1CCN(Cc2ccc(NC(=O)Nc3ccc(OC)cc3)cc2)CC1	-31%	-11	89	100	-4%	x	x	x	x
Cc1ccc(SCCNC(=O)CN2C(=O)c3ccccc3S2(=O)=O)cc1	-7%	38	97	59	6%	x	x	x	x
Cc1cccc2[nH]c(-c3ccc(NC(=O)c4ccco4)cc3)nc12	5%	-6	35	41	1%	6	100	-6	100

(listing goes on)
SMILES	PLAP inhibition	MRP reversal	MRP reversal cytotoxicity	MRP reversal with doxorubicin	Bcl-B displacement	IL1B NFkB inh	IL1B NFkB inh cell count 2 µM	NFkB transloc pot	NFkB transloc pot cell count 2 µM
Cc1cccc(NC(=O)CSc2nc(N)cc(N)n2)c1	x	5	97	92	x	9	149	-9	149
CN(C)S(=O)(=O)c1ccc(C(=O)N2CCCC2c2nc3ccccc3s2)cc1 (configuration not stated)	x	2	96	94	x	8	161	-8	161
C/C(CC(=O)Nc1ccccn1)=N\NC(=O)C(=O)Nc1ccccc1C	-22%	x	x	x	-18%	3	105	-3	105
O=C(CSc1nc2c([nH]c3ccccc32)c(=O)n1-c1cccc(Cl)c1)N1CCOCC1	x	-8	100	108	x	13	48	-13	48
COc1ccc2cc3c(N)c(C(=O)NCc4ccco4)sc3nc2c1	0%	2	82	80	5%	-3	195	3	195
Cc1noc(/C=C/c2ccco2)c1S(=O)(=O)N1CCC(C(=O)N2CCc3ccccc3C2)CC1	-23%	-7	67	74	-110%	10	158	-10	158
O=C(NCCc1ccccc1)C1CCN(S(=O)(=O)c2cccnc2)CC1	-29%	7	102	95	-7%	-22	69	22	69
CCCc1ncc(C(O)c2ccc(OC)cc2)n1C (configuration not stated)	10%	1	103	102	-5%	x	x	x	x
CCC(=O)N1CCc2cc(S(=O)(=O)NCCC(=O)Nc3ccccc3C)ccc21	6%	19	97	77	8%	-16	125	16	125
CCOC(=O)c1cc(-c2ccc(C#N)cc2)nc2c1c(C)nn2CCC#N	-74%	5	88	83	-2%	-12	163	12	163
COc1ccc(CNC(=O)c2cc(-c3cccs3)on2)cc1	12%	8	95	87	-13%	-1	135	1	135
CC(C)COc1ccc(CSCCNC(=S)Nc2ccccc2)cc1	4%	x	x	x	-13%	-3	123	3	123
CC(C)(C#CCN1CCCC1)OCCC#N	13%	-12	99	111	-1%	7	73	-7	73
O=C(NCc1ccncc1)c1ccc(Cn2cc(C(F)(F)F)ccc2=O)cc1	20%	x	x	x	4%	2	110	-2	110
CS(=O)(=O)N1CCC(C(=O)Nc2ccc(Cl)c(C(F)(F)F)c2)CC1	6%	4	61	58	-4%	1	164	-1	164
O=c1c(-c2ccccc2)nc(-c2ccccc2)cn1O	-10%	x	x	x	-2%	-10	155	10	155
O=C(CCN1CCN(c2ccc(Cl)cc2)CC1)Nc1ccccc1F	-30%	-10	73	82	-9%	-17	180	17	180
Cc1ccc(NS(=O)(=O)c2cccc(C(=O)O)c2)c(C)c1	0%	-6	86	91	8%	4	91	-4	91
CC(=O)c1ccc(N2CCN(C(=O)c3cc(C)on3)CC2)cc1	x	6	91	85	x	-3	159	3	159
O=C(CSc1nnc(CNc2ccc(F)cc2)o1)OC1CCCCC1	4%	-1	93	93	-3%	-1	158	1	158
Cc1cc(N2CCN(c3ccccc3)CC2)n2c(n1)nc1ccccc12	-28%	26	65	38	-10%	-28	164	28	164
CCOC(=O)Cc1cn2c(=O)cc(CSCC(=O)Nc3ccc(C)c(C)c3)nc2s1	-28%	12	93	81	30%	x	x	x	x
COC(=O)c1ccccc1NC(=O)CSc1nnc(-c2ccc(C)cc2)o1	x	9	94	85	x	-4	53	4	53
Cc1cccc(-n2nnc(C(=O)NCc3ccc4c(c3)OCO4)c2N)c1	20%	7	98	91	-5%	-9	137	9	137
O=C(CSc1ccc(-c2ccc(F)cc2)nn1)N1CCCCC1	15%	8	98	90	-14%	x	x	u	x

Continuation.
SMILES	PLAP inhibition	MRP reversal	MRP reversal cytotoxicity	MRP reversal with doxorubicin	Bcl-B displacement	IL1B NFkB inh	IL1B NFkB inh cell count 2 µM	NFkB transloc pot	NFkB transloc pot cell count 2 µM
Cc1cc(NC(=O)Cn2nc(C(F)(F)F)c3c2CCCC3)no1	13%	-38	36	74	-4%	-2	101	2	101
Cc1cc2ccccc2c(=O)n1CC(=O)NCC(=O)N1CCN(c2ccccc2F)CC1	-2%	5	94	89	-10%	5	92	-5	92
c1ccc(-c2noc(-c3ccc4ccccc4c3)n2)cc1	27%	x	x	x	-8%	13	93	-13	93
COCCn1c(SCC(=O)c2cccc(OC)c2)nnc1-c1ccco1	12%	0	86	86	-6%	x	x	x	x
COc1ccccc1Nc1nc(-c2cccs2)cs1	18%	0	71	71	-14%	-19	81	19	81
C=CCNC(=O)C1CC(=O)N(c2ccc(OCC(=O)Nc3cccc(OC)c3)cc2)C1 (configuration not stated)	9%	-7	99	107	-7%	1	167	-1	167
Cc1nnc(SCC(=O)Nc2ccccc2NC(=O)CSc2nnc(C)s2)s1	6%	-3	80	83	-2%	-1	188	1	188
O=C(Cc1ccccc1)N/N=C/c1ccc(OC(=O)/C=C\c2ccco2)cc1	x	3	71	67	x	6	151	-6	151
O=C(CN1CCCCC1)N1c2ccccc2Oc2ccccc21	-13%	x	x	x	-5%	-11	167	11	167
CCC(=O)Nc1nc2ccc3nc(C)sc3c2s1	3%	-4	66	70	-2%	12	160	-12	160
CC(C)C1S/C(=N/N=C/c2ccco2)NC1=O (configuration not stated)	-14%	x	x	x	-17%	-9	178	9	178
CNCCCNCc1ccc(SC)cc1	24%	x	x	x	-7%	14	155	-14	155
Cc1ccc(C(=O)N/N=C\c2ccc[nH]2)cn1	-4%	-4	101	105	-2%	-19	82	19	82
O=S(=O)(NCCNS(=O)(=O)c1ccc(F)cc1)c1ccc(F)cc1	20%	1	101	100	2%	7	137	-7	137
O=C(Nc1ccc(S(=O)(=O)N2CCOCC2)cc1)c1ccc(Cl)s1	5%	6	82	76	-7%	1	142	-1	142
CCc1c(C)sc(NC(=O)C2CCCCC2C(=O)O)c1C(N)=O (configuration not stated)	-55%	-2	78	81	24%	3	159	-3	159
CCS(=O)(=O)Nc1ccc(C(=O)c2ccccc2)cc1	x	12	95	83	x	18	82	-18	82
O=C(Nc1ccc2c(c1)CCC2)C1CCCO1 (configuration not stated)	x	-11	97	109	x	-4	84	5	84
Cn1nc(-c2ccccc2)c(CSc2cccc(Cl)c2)c1Cl	-16%	-37	22	59	-2%	5	158	-5	158
Cc1ccc(N(CC(=O)Nc2ccc(C)cc2C)S(=O)(=O)N2CCCC2)cc1	6%	29	103	73	-13%	-11	154	11	154
Cc1ccccc1Nc1nnc(SCc2cc(=O)n3ccsc3n2)s1	-11%	16	91	76	-13%	-15	120	15	120
COc1ccc(C(=O)CSc2n[nH]c(N)n2)cc1	-46%	-18	66	85	-1%	-14	180	14	180
C=CCc1cccc(CNc2c(C)n(C)n(-c3ccccc3)c2=O)c1O	-20%	22	94	72	-1%	1	86	-1	86
O=C(NCc1ccco1)/C(=C/c1cccnc1)NC(=O)c1ccco1	13%	x	x	x	-14%	0	129	1	129
O=C(Cn1c(=O)oc2cc(S(=O)(=O)NCc3ccccc3)ccc21)NCc1ccco1	-17%	10	91	81	-4%	-12	187	12	187

Further structures follow.
SMILES	PLAP inhibition	MRP reversal	MRP reversal cytotoxicity	MRP reversal with doxorubicin	Bcl-B displacement	IL1B NFkB inh	IL1B NFkB inh cell count 2 µM	NFkB transloc pot	NFkB transloc pot cell count 2 µM
CC(=O)Oc1ccccc1/C=C1\CCOC1=O	3%	-4	100	104	12%	-11	100	11	100
Cc1ccc(NC(=O)N2CCC(C(=O)NCc3ccc(F)cc3)CC2)cc1	12%	8	95	87	7%	3	76	-3	76
O=C(O)c1cccc(C(=O)Cc2ccccc2)c1	-17%	0	99	98	0%	-14	124	14	124
COc1ccccc1CNC(=O)C1CC(c2c(Cl)cccc2Cl)=NO1 (configuration not stated)	7%	x	x	x	-11%	1	116	-1	116
Cc1c(/C=N/NC(=O)c2ccc3c(c2)OCO3)cnn1C	-1%	x	x	x	4%	14	136	-15	136
COc1ccccc1N1CCN(Cc2cccs2)CC1	-9%	7	88	82	-3%	-17	177	17	177
COc1cc(OC)cc(C(=O)Nc2c(F)cccc2F)c1	x	-5	95	100	x	1	93	-1	93
CCc1c(C(=O)N2CCN(c3ccccc3F)CC2)[nH]c(C)c1C(C)=O	-18%	-4	66	70	-12%	-3	138	3	138

A run of entries of the results above:
SMILES	PLAP inhibition	MRP reversal	MRP reversal cytotoxicity	MRP reversal with doxorubicin	Bcl-B displacement	IL1B NFkB inh	IL1B NFkB inh cell count 2 µM	NFkB transloc pot	NFkB transloc pot cell count 2 µM
CC(=O)Oc1ccccc1/C=C1\CCOC1=O	3%	-4	100	104	12%	-11	100	11	100
Cc1ccc(NC(=O)N2CCC(C(=O)NCc3ccc(F)cc3)CC2)cc1	12%	8	95	87	7%	3	76	-3	76
O=C(O)c1cccc(C(=O)Cc2ccccc2)c1	-17%	0	99	98	0%	-14	124	14	124
COc1ccccc1CNC(=O)C1CC(c2c(Cl)cccc2Cl)=NO1 (configuration not stated)	7%	x	x	x	-11%	1	116	-1	116

Some of the compounds tested, so the mix of outcomes need not match the whole.
